# TWEAK-Fn14 inh = inhibitors of TWEAK-Fn14 signaling, primary screen, luciferase reporter cells, uHTS. TWEAK-stimulated Fn14 reporter cells, luciferase luminescence, 8 h. inhibition, % at 10 µM. 360,000 compounds, 2% hits; in the data active means inhibition above about 50%
# CF NFkB block = inhibitors of PAF-induced NF-kB signaling, primary screen, cell-based, GFP fluorescence, uHTS | KKLEB NF-kB-GFP reporter, GFP fluorescence overnight | inhibition, % at 5 µM | 360,000 compounds, 0.86% hits;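 active means at least 50% inhibition at 5 µM, scaled per plate between neutral and stimulator controls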;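 further: PAF is a Pseudomonas aeruginosa culture filtrate used as stimulus; plate controls were PAF-stimulated DMSO wells for no effect and unstimulated DMSO wells for full effect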
# C8 TRAIL sens = viability loss with TRAIL in NB7+C8 cells, primary screen, TRAIL sensitizer project, cell-based, ATPlite luminescence. inhibition (viability loss, TRAIL sensitization), % at 10 µM. 360,000 compounds, 1% hits. AID 624354, 2012;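 active means compounds causing at least 50% loss of cell viability in the single-dose screen, relative to plate controls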
# SRC1 inh = SRC1 coactivator transcriptional activity inhibitors, primary screen, cell-based, luminescence; Nuclear receptor coactivator 1 (Homo sapiens), Q15788; HEK293 GAL4-SRC1 luciferase reporter; inhibition, % at 3.6 µM; 360,000 compounds, 0.12% hits; AID 588354, 2011;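 active means inhibition above the campaign mean plus 3 SD, with each screening campaign given its own cutoff, cut at about 60% in these data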;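 further: 0% = DMSO treated cells and 100% = gossypol at 36 µM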
# Shn3 3UTR inh = reduction of Shn3 3'UTR firefly luciferase signal, primary screen, Schnurri-3 inhibitor project, cell-based, Clone20 osteoblasts, set 2. AID 588674, 2011. 360,000 compounds, 0.52% hits. Clone20 osteoblast Shn3 3'UTR firefly luciferase, 24 h. inhibition, % at 12.5 µM;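 active means mean inhibition of at least 75% with every replicate also reaching 75%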;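 further: 0% = median of neutral control wells and 100% = pilot-screen positive control compound; some compounds past the cut are filed as inactive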
# LRH-1 inv ag = LRH-1 (NR5A2) inverse agonists, primary screen, cell-based, luminescence, HEK293T, StAR-luciferase reporter | 360,000 compounds, 0.13% hits | LRH-1 transfected, 24 h | inhibition, % at 3.6 µM;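 active means inhibition above the mean inhibition of all tested compounds plus 3 SD, cut at about 73% in these data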;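 further: 0% = DMSO wells and 100% = reporter-only cells lacking LRH-1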
# Target sequence (O00482 whole entry, looked up): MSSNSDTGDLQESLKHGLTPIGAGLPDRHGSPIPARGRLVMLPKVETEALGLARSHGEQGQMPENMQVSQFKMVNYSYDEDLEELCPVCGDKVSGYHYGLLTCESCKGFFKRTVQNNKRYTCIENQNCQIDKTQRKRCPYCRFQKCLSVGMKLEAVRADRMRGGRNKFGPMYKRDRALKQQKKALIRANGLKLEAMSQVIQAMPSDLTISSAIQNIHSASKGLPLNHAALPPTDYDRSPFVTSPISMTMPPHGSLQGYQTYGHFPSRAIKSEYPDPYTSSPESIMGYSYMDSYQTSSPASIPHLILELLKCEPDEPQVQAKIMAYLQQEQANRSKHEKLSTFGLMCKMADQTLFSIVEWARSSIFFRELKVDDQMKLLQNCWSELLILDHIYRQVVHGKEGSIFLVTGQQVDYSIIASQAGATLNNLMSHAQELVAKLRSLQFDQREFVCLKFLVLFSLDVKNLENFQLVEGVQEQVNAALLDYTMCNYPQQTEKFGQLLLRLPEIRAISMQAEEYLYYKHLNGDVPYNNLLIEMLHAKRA
# NR2F2 inh = NR2F2 transcriptional activity inhibitors, primary screen, cell-based, luciferase reporter, HEK293T, luminescence. HEK293T NGFI-A luciferase reporter. COUP transcription factor 2 (Homo sapiens), P24468. 370,000 compounds, 0.7% hits. inhibition, % at 8.6 µM. AID 686940, 2013;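 active means inhibition above a per-plate cutoff, mean inhibition of test wells between control levels plus 3 SD, cut at about 38% in these data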;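 further: cells cotransfected with COUP-TFII expression vector driving the NGFI-A reporter; 0% = median of COUP-TF2 test wells and 100% = reporter-only cells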
# Target sequence (P24468 whole entry, looked up): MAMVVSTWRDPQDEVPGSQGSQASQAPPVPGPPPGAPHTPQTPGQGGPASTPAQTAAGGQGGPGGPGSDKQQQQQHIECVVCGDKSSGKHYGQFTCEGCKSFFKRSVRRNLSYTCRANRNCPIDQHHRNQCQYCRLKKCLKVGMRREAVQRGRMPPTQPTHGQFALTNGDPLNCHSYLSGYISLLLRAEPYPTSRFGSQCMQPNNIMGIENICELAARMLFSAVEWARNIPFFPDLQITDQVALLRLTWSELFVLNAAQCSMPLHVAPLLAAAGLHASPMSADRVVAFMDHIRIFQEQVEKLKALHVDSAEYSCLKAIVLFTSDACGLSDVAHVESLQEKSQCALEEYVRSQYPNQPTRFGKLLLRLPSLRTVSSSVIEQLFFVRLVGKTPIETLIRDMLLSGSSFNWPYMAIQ
# TROY NFkB inh = inhibitors of TROY-driven NF-kB signaling, primary screen, Q293 LMP1-TROYcd cells, NF-kB luciferase, uHTS | Q293 LMP1-TROYcd NF-kB luciferase reporter, 4 h | inhibition, % at 10 µM | 360,000 compounds, 0.98% hits;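 active means compounds whose plate-normalised and pattern-corrected inhibition of the luciferase reporter signal at the single screening dose is 50% or more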
# LMP1 NFkB inh = EBV LMP1-driven NF-kappaB luciferase reporter inhibitors, primary screen, cell-based, luminescence, single point; LMP1-induced NF-kappaB luciferase reporter cells; inhibition, % at 12.5 µM; 350,000 compounds, 0.69% hits; in the data active means inhibition above about 41%;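 further: 0% = neutral control wells and 100% = reference inhibitor control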
# SRC3 inh = SRC3 coactivator transcriptional activity inhibitors, primary screen, cell-based, luminescence; Nuclear receptor coactivator 3 (Homo sapiens), Q9Y6Q9; HEK293 GAL4-SRC3 luciferase reporter; inhibition, % at 3.6 µM; 360,000 compounds, 0.17% hits; AID 588352, 2011;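 active means inhibition above a per-campaign cutoff, the mean of all compounds plus 3 SD, cut at about 60% in these data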;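 further: 0% = DMSO-treated cells and 100% = gossypol-treated cells at 36 µM; higher means less SRC3-driven luciferase light from the GAL4 reporter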
# KKLEB cytotox = cytotoxicity in KKLEB CF airway cells, primary screen, cytotoxicity control for CF NF-kB inhibitor project, cell-based, uHTS, fluorescence assay plates; KKLEB CF airway cells viability, ATPlite luminescence, overnight; active compounds read low; cells stimulated with P. aeruginosa culture filtrate; 360,000 compounds, 0.36% hits; activity change (cytotoxicity), % at 5 µM;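 active means corrected activity change at or below -50% at 5 µM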
# * marks the source's active call; other numbers are inactive results; . = not tested or not shown.
Compound	TWEAK-Fn14 inh	CF NFkB block	C8 TRAIL sens	SRC1 inh	Shn3 3UTR inh	LRH-1 inv ag	NR2F2 inh	TROY NFkB inh	LMP1 NFkB inh	SRC3 inh	KKLEB cytotox
CCOC(=O)C1(Cc2cccc(F)c2)CCN(Cc2cnn(CC)c2C)CC1	-14	-14	-2	8	14	-5	3	-19	6	21	-2
CC(C)(C)NC(=O)CSC(=Nc1ccc(F)cc1)NC#N	15	-2	4	-21	.	-9	4	-11	5	5	11
CCC(C)(C(=O)NC1CCCC1)N(CC1CCCO1)C(=O)CNC(=O)c1ccccc1 (stereo unspecified)	-16	-12	-15	-5	-8	17	8	4	1	17	12
CCOC(=O)NC(=O)c1cn(C(CC)CO)c(=O)[nH]c1=O (stereo unspecified)	0	-13	-15	10	-9	9	7	2	-2	3	9
Cn1cnnc1SCCCN1C(=O)c2cccc3cccc(c23)C1=O	0	-8	-1	5	-8	-10	-35	-17	1	8	-11
O=C(Nc1ccccc1)c1cc(C2CCCCN2C(=O)CCCc2ccccc2)on1 (stereo unspecified)	10	-11	0	10	2	14	12	4	.	-10	1
CCOc1ccccc1N=Cc1c(O)n(C)c(=O)n(C)c1=O	8	-11	4	-16	-12	5	6	-15	-9	-19	-10
Fc1ccccc1CSc1ncnc2c1oc1ccccc12	-51	14	3	-7	-9	-16	-5	-82	3	-1	21
O=C1OCCN1C(=O)[C@H]1[C@H](c2ccc(Cl)cc2)C(c2ccc(F)cc2)=NN1c1ccc(Br)cc1	-31	36	-3	21	-5	16	18	11	-16	13	-18
CCCNC(=O)c1ccc(COc2ccc(C(C)(C)C)cc2)o1	-8	10	14	-6	27	-33	26	-26	-3	-24	-12
COCCN(C(=S)Nc1ccccc1OC)C1CCN(C(C)=O)CC1	6	5	3	8	1	-5	0	-1	0	3	-9
CCOc1ccc(C2C(C(=O)NC)=C(C)Nc3nc4ccccc4n32)cc1OC (stereo unspecified)	-24	9	-18	-15	2	13	-3	-15	-9	-1	-8
COc1ccc(C(=O)NCc2nnc(SCC(=O)NC3CCCCC3)n2C)cc1	18	3	-7	-5	15	9	0	15	3	20	14
CCSc1nnc(-c2ccccc2SC)o1	-25	22	-4	2	-12	-6	8	-41	2	-14	8
CN(C)CCCOc1ccc(Cl)cc1Br	7	15	5	16	-1	1	-6	8	-4	-2	-1
NC(=O)Cc1ccc(C(=O)c2ccc(F)cc2)s1	-9	-12	1	-5	-1	-6	-14	-15	-1	-18	0
COc1ccc(CSc2nncn2C)cc1F	-22	-4	-3	-5	-8	4	10	0	-3	9	6
COc1ccc(C(=O)NCC(=O)N/N=C/c2ccco2)cc1OC	-25	-12	-6	5	15	-1	2	-8	1	8	2
O=C(N/N=C\c1cccc(Cl)c1)c1ccc(Cn2cccn2)o1	-30	2	-3	-6	6	-22	-11	-30	0	-11	5
C=CCCCCCCCCC(=O)N1CCN(c2cc3c(cc2F)c(=O)c(C(=O)O)cn3CC)CC1	6	-1	21	-27	54	0	-4	18	-7	-12	-6
Cc1ccc(C(=O)NCC(=O)OCCCOC(=O)CNC(=O)c2ccc(C)c(C)c2)cc1C	-12	-6	-1	4	5	-1	3	3	-7	0	10
CCOC(=O)Cc1csc(NC(=O)Nc2ccc(OC(F)(F)F)cc2)n1	7	-10	30	9	40	-7	14	23	22	-15	-4
Cc1ccc(NC(=O)CSc2nc(=O)n(CCCN3CCOCC3)c3c2CCCC3)cc1F	3	-5	-16	2	-2	18	2	12	-13	9	-12
CCOC(=O)Cc1cc(=O)n(-c2nc3ccccc3s2)[nH]1	-2	0	11	-16	6	11	-8	16	-13	3	5
NC(=O)c1ncn([C@@H]2O[C@H](CNC(=O)[C@H](N)CSCc3ccccc3)[C@@H](O)[C@H]2O)n1	-2	3	8	-1	-19	-9	2	-7	0	-3	3
O=C(Nc1cccc(C(F)(F)F)c1)C(=O)N1CCCCC1	3	9	-7	-19	-12	-20	-5	-31	-8	-10	-10
S=C(NCCN1CCOCC1)Nc1ccc(Nc2ccccc2)cc1	-9	2	-20	-3	4	18	11	-1	1	7	6
CCCCCOc1ccc(OC(=O)c2ccncc2)cc1	-4	-4	3	-12	-31	-8	-3	-20	-13	-4	5
Cn1nnnc1Sc1ncnc2scc(-c3ccc(C(F)(F)F)cc3)c12	93*	72*	36	-9	66	17	-50	55*	-4	22	-59*
CCN(CC(=O)Nc1ccc(Br)cc1F)CC(=O)NC1CCS(=O)(=O)C1 (stereo unspecified)	9	11	-11	-3	-9	6	-10	-28	-6	-1	4
COc1ccc(NC2=NCC(=O)N2Cc2cccs2)cc1	1	-19	-3	9	16	-8	-9	-4	6	-2	-9
Nc1c(C(=O)O)ccc2c1C(=O)c1ccccc1C2=O	6	-7	1	-2	7	20	15	20	3	7	3
COCCC(=O)N1CCC(Oc2ccc(C(=O)N3CCCCC3COC)cc2)CC1 (stereo unspecified)	-12	-9	-1	12	-14	9	-6	8	-1	-3	9
CCC(OC(=O)c1ccc(S(C)(=O)=O)c([N+](=O)[O-])c1)C(=O)NC1C2CC3CC(C2)CC1C3 (stereo unspecified)	100*	104*	74*	-17	96*	-18	-9	41	.	-31	-74*
CCOc1ccc(CNC(=O)c2ccc3c(c2)N(CC)CCS3)cc1	-4	-20	-23	3	27	-26	-5	-1	-6	-17	1
Cc1[nH]c2ccc(C(=O)N3CCCC3)cc2c1C	-10	-4	-15	-20	2	-11	-9	-13	-1	-7	5
CCOC(=O)CCC(=O)NCc1ccc2c(c1)cc(C)n2C	0	3	-15	-2	-9	10	-14	-26	4	16	-21
COc1cccc(C(c2nnnn2C(C)(C)C)N2CCN(C/C=C/c3ccccc3)CC2)c1OC (stereo unspecified)	-10	6	-10	-2	0	4	-2	4	.	-13	-3
CSc1ccc(S(=O)(=O)Nc2ccc(F)cc2)cc1	29	-1	-3	-3	13	22	-2	.	-1	6	3
CCN(CC)c1ccc(C(=O)OCC(=O)N(C)Cc2ccccc2)cc1	8	8	-1	-10	6	4	6	-16	-4	3	-4
Cc1nc(=O)c(-c2ccccc2)c(C)n1-c1ccccc1O	-12	0	3	-7	8	0	-10	-7	0	-8	0
Cc1ccc(C(=O)N2c3ccccc3CC2C)o1 (stereo unspecified)	9	-8	5	-111	-131	-135	-63	-30	1	-85	3
COc1ccc(NC(=O)COC(=O)c2ccncc2)c(OC)c1	0	-6	-1	-28	18	4	-7	4	0	-1	8
COc1ccc(-n2nc(C(=O)NCC(=O)NCCC3=CCCCC3)c3ccccc3c2=O)cc1OC	-5	4	-8	4	8	-10	-3	13	4	1	-1
COCc1cc(NCc2ccc(Cl)cc2)nc(C)n1	3	2	-12	21	-31	13	11	6	25	12	-3
CCN(CC)C(=O)Cn1nc(-c2ccncc2)nc1SCC(=O)Nc1ccc(OC)cc1	12	6	15	9	-5	-4	-10	-5	-4	-10	-13
Cc1cccc(NS(=O)(=O)c2cccc(C(=O)Nc3cccc(C(=O)O)c3)c2)c1	13	5	-11	-6	-1	-12	15	-2	4	9	-5
CCOC(=O)c1nc2c(=O)n(C)c(=O)n(C)c2n(C)c1=O	-12	-8	2	24	6	5	9	1	-1	-4	8
CCOc1ccc(NC(=O)CN(c2ccc(OCC)cc2)S(=O)(=O)c2c(C)[nH]c(=O)[nH]c2=O)cc1	-9	11	0	1	-9	-2	-10	-16	7	11	8
O=C(COc1ccccc1F)Nc1ccc2[nH]c(=O)[nH]c2c1	18	-6	1	-16	-2	14	-11	-17	-8	-4	-3
Cc1n(Cc2ccccc2)c2ccccc2[n+]1Cc1ccccc1	19	5	24	16	63	22	19	20	1	-5	4
O=C(CNC(=O)c1cnccn1)Nc1ccc(F)c(F)c1F	6	-22	-13	-11	11	-10	-12	20	1	-20	10
CS(=O)(=O)N(Cc1ccc(Cl)cc1)c1ccc(C(=O)NCc2ccccn2)cc1	3	7	12	-2	6	-6	12	19	-8	-1	-1
CC1Cc2ccccc2N1C(=O)CSc1nnnn1C (stereo unspecified)	1	19	-3	7	-17	23	-18	-20	5	19	5
CCOc1ccccc1C(=O)N(CN1CCCC1=O)c1cccc(Cl)c1	6	2	-14	6	4	0	-13	23	3	12	-7
COc1ccc(S(=O)(=O)N2CCCCC2)cc1NC(=O)C1CC(=O)N(Cc2ccccc2)C1 (stereo unspecified)	2	23	-1	-17	-12	-2	14	-24	-1	9	3
COc1ccc(CN(C)Cc2ccccc2)c(OC)c1OC	7	6	-7	-1	0	-9	-4	4	4	-3	-6
CCOc1ccc(N2CC(C(=O)N3CCCCCC3)CC2=O)cc1 (stereo unspecified)	-2	-13	-18	-21	-7	18	-8	1	-8	11	8
Cn1c(SCc2nc3cc(C(=O)O)ccc3c(=O)[nH]2)nnc1C(F)(F)F	-2	4	-37	-26	5	4	-18	-2	-4	2	-9
COc1ccccc1/C=N/NC(=O)C(=O)Nc1ccccc1OC(F)(F)C(F)F	-35	-6	-10	1	-1	12	11	4	-4	19	-3

# Further compounds.
Compound	TWEAK-Fn14 inh	CF NFkB block	C8 TRAIL sens	SRC1 inh	Shn3 3UTR inh	LRH-1 inv ag	NR2F2 inh	TROY NFkB inh	LMP1 NFkB inh	SRC3 inh	KKLEB cytotox
COc1ccc(-n2cnnc2SCC(=O)N2CCN(S(=O)(=O)c3ccccc3)CC2)cc1	-10	3	8	-3	3	-9	8	17	-4	-3	3
C=CCn1c(SCC(=O)c2cc(C)n(C(C)COC)c2C)nc2sc(C)c(C)c2c1=O (stereo unspecified)	-15	-19	-4	-2	-1	10	7	14	10	6	-3
CC(=O)/C(=N/Nc1ccc([N+](=O)[O-])cc1)N1CCCc2ccccc21	-33	6	15	0	-60	-16	-13	-18	-20	9	-14
COC(=O)c1cccc(NC(=O)Cc2coc3cc(OC)ccc23)c1	0	-3	-7	-16	7	-31	-14	-34	4	2	-7
COc1ccc(NC(=O)Nc2nnc(CC(=O)NCc3ccccc3)s2)cc1	-13	-22	-1	-4	-1	-5	21	6	-6	11	1
CC(C)OCCCn1c(SCC(=O)N2CCc3ccccc32)nc2ccccc2c1=O	91*	5	19	-3	-7	2	8	24	7	29	-10
Cc1cccc(C(=O)n2c(=S)nc3ccccn32)c1	77*	-13	74*	-92	-48	-99	.	43	30	-50	-27

# High-throughput results as filed in PubChem.

# This is a subset. The share of hits here may be higher or lower than overall.
